# Bioassay records deposited in PubChem BioAssay by several laboratories.
# PMK inhibit: S. pneumoniae PMK inhibitors, primary screen, biochemical, mevalonate pathway, pilot trial included; inhibition, % at 10 µM; phosphomevalonate kinase (Streptococcus pneumoniae D39); 65,000 tested, 0.49% active; purified PMK, PK/LDH-coupled NADH absorbance 340 nm; AID 539, 2006;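 active means top-ranked compounds by inhibition in the single 10 µM screen, taking a fixed number of the strongest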;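 further: 0% = full reaction with DMSO carrier and 100% = background rate without enzyme reaction; no value below 0 was filed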
# Alkaline phosphatase: human TNAP enzyme inhibitors, biochemical, luminescent (AID 518). purified TNAP enzyme, luminescent substrate readout; higher % means a stronger effect. one-dose inhibition, % at 20 µM; IC50 in µM for titrated hits. 64,000 tested, 0.09% active; in the data active means a potency from the dose series; inactive means the rest, 99 in 100 with inhibition below about 22%;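 further: plate controls were vehicle for no effect and reference inhibitor for full effect; many of its hits are not listed in these tables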
# HT1080 cytotoxicity: cytotoxicity in HT1080 fibrosarcoma cells, cell-based, fluorescence readout (AID 620) | HT1080 viability, fluorescence; higher % means a stronger effect | one-dose cytotoxicity, % at 10 µM; EC50 in µM for titrated hits | 87,000 tested, 0.42% active;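 further: cells exposed to compound overnight then 4 h with Alamar Blue; 0% = vehicle DMSO and 100% = killing control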
# DPM-DC inhibit: S. pneumoniae DPM-DC inhibitors, primary screen, biochemical, PK/LDH-coupled NADH fluorescence | calls only at 10 µM | purified DPM-DC | 65,000 tested, 0.49% active;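 active means the 320 compounds with the highest percent inhibition in the single-dose primary screen, excluding strongly autofluorescent ones, cut at about 32% in these data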;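 further: kinetic rate of NADH fluorescence loss reporting ADP formed by the decarboxylase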
# HPDE-C7 viability: cytotoxicity in HPDE-C7 cells, cell-based, fluorescence, HTS (AID 430); HPDE-C7 pancreatic duct cells viability, fluorescence; higher % means a stronger effect; cytotoxicity, % at 10 µM, or EC50 in µM where a hit was titrated; 63,000 tested, 1.8% active;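 further: cells exposed to compound for 48 hours before viability readout; 0% = vehicle and 100% = reference cytotoxic drug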
# LYP inhibition: LYP phosphatase inhibitors, primary screen, biochemical, DiFMUP fluorescence, recombinant catalytic domain, 10 µM (AID 606) | recombinant LYP catalytic domain, DiFMUP fluorescence; higher % means a stronger effect | 52,000 tested, under 10 active | one-dose inhibition, % at 10 µM; IC50 in µM for titrated hits | Tyrosine-protein phosphatase non-receptor type 22 (Homo sapiens);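 active means IC50 under 40 µM in the dose-response test; inactive means IC50 of 40 µM or more, or never dose-tested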
# KRASV12 cytotoxicity: cytotoxicity in KRAS-transformed pancreatic duct cells, primary screen, cell-based, fluorescence, HTS (AID 431); HPDE-C7K KRASV12 cells, Alamar Blue viability, 48 h; higher % means a stronger effect; one-dose cytotoxicity, % at 10 µM; EC50 in µM for titrated hits; 63,000 tested, 1.7% active;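 active means compounds whose percent cytotoxicity in the single-dose primary screen, scaled between solvent and toxic-drug controls, exceeds 50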;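 further: 0% = DMSO solvent wells and 100% = doxorubicin-treated wells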
# Bfl-1 displacement: Bfl-1 inhibitors, primary screen, biochemical, fluorescence polarization, FITC-Bid, mouse (AID 432); Bcl-2-related protein A1 (Mus musculus); FITC-Bid BH3 peptide fluorescence polarization displacement; higher % means a stronger effect; displacement, % at 20 µM, or IC50 in µM where a hit was titrated; 64,000 tested, 0.02% active; in the data active means a potency from the dose series; inactive means the rest, 99 in 100 with displacement below about 15%; further: strong numbers were not always called active
# MK inhibit: S. pneumoniae MK inhibitors, primary screen, biochemical, PK/LDH-coupled NADH absorbance | mevalonate kinase [Streptococcus pneumoniae D39] | purified MK, PK/LDH-coupled NADH absorbance 340 nm | inhibition, % at 10 µM | 65,000 tested, 0.48% active | AID 555, 2006;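 active means ranked among the strongest by inhibition in the single 10 µM screen, a fixed top-ranked set picked for dose follow-up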; further: no value below 0 was filed
# PMK inhibit pilot replicates: also measured in PMK inhibit; calls as there; inhibition, %; measured here: pilot screen replicates
# MK inhibit pilot replicates: recorded beside MK inhibit, whose call it bears; inhibition, %; measured here: pilot screen replicates
# DPM-DC inhibit pilot screen %: also measured in DPM-DC inhibit; calls as there; inhibition, %; measured here: pilot screen trials
# Starred values were filed as active, the others as inactive; i = inactive; nt = no result given. Unless noted, no stated cut-off is given here; in the data, active means cytotoxicity above about 50%; inactive means the rest.
# A first look (four entries):
SMILES,PMK inhibit,Alkaline phosphatase,HT1080 cytotoxicity,DPM-DC inhibit,HPDE-C7 viability,LYP inhibition,KRASV12 cytotoxicity,Bfl-1 displacement,MK inhibit,others
O=C(NCCc1ccccn1)c1ccc(S(=O)(=O)N2CCCCCC2)cc1,12,10%,-1%,i,-8%,8%,8%,4%,0,
COc1ccc(C(=O)CN2C(=O)c3ccccc3C2=O)c(OC)c1C,3,10%,-5%,i,nt,13%,nt,-2%,10,
CCSC(=Nc1ccccc1)C1=C(O)COC1=O,0,9%,9%,i,nt,nt,nt,1%,14,
COc1ccc(-c2ccc(-c3nnn(CC(=O)N4CCOCC4)n3)cc2)cc1,8,3%,7%,i,15%,nt,26%,-9%,2,

# Main list, from the first entry:
SMILES,PMK inhibit,Alkaline phosphatase,HT1080 cytotoxicity,DPM-DC inhibit,HPDE-C7 viability,LYP inhibition,KRASV12 cytotoxicity,Bfl-1 displacement,MK inhibit,others
O=C(NCCc1ccccn1)c1ccc(S(=O)(=O)N2CCCCCC2)cc1,12,10%,-1%,i,-8%,8%,8%,4%,0,
COc1ccc(C(=O)CN2C(=O)c3ccccc3C2=O)c(OC)c1C,3,10%,-5%,i,nt,13%,nt,-2%,10,
CCSC(=Nc1ccccc1)C1=C(O)COC1=O,0,9%,9%,i,nt,nt,nt,1%,14,
COc1ccc(-c2ccc(-c3nnn(CC(=O)N4CCOCC4)n3)cc2)cc1,8,3%,7%,i,15%,nt,26%,-9%,2,
CC1CCCN(C(C(=O)Nc2ccc3c(c2)OCCO3)c2ccccc2)C1 (stereo not drawn),12,8%,-1%,i,-4%,nt,-8%,2%,7,
CCOC(=O)N1CCN(C(=O)CSCc2nc(-c3ccccc3C)oc2C)CC1,22,8%,-14%,i,0%,nt,4%,-3%,4,
O=C(Nc1cccc(-c2cn3ccccc3n2)c1)c1cnccn1,0,7%,6%,i,-18%,-2%,-3%,-6%,2,
Cn1c(=O)oc2cc(S(=O)(=O)NCCc3ccccc3)ccc21,0,8%,-3%,i,-6%,2%,-10%,3%,6,
O=C(COc1ccccc1)N1CCN(C(=O)Cc2ccccc2)CC1,2,2%,-3%,i,-7%,-17%,-2%,-5%,7,
CCOc1ccccc1N(CC(=O)NC1CCCCC1)C(=O)CCCC(=O)Nc1ccccn1,19,3%,-18%,i,-20%,nt,-18%,-5%,0,
Cc1cc(N2CCOCC2)n2nc(C)c(-c3ccccc3)c2n1,17,6%,-5%,i,8%,nt,15%,-2%,9,
CCOc1ccc(NC(=O)c2ccccc2OC)cc1,7,10%,24%,i,-8%,10%,-10%,1%,1,
Cc1ccc(NC(=O)C2CCN(S(=O)(=O)c3c(C)n[nH]c3C)CC2)nc1,17,13%,-3%,i,-17%,nt,-4%,5%,0,
CCCn1c(Nc2nc3ccccc3n2C)nc2ccccc21,4,2%,-9%,i,6.7µM*,15%,7µM*,0%,5,
Cn1nnnc1SCCNCc1ccncc1,7,16%,-11%,i,9%,9%,-4%,1%,7,
Cc1cc(Cl)c(S(=O)(=O)N2CC(C)OC(C)C2)cc1OCC(N)=O (stereo not drawn),10,0%,8%,i,5%,6%,3%,5%,6,
COCCN1C(=O)c2ccccc2C(C(=O)NCCCN2CCCC2=O)C1c1c[nH]c2ccccc12 (stereo not drawn),5,3%,0%,i,-18%,8%,-31%,-2%,0,
Cc1cc(C)n(C(=O)CCCC(=O)n2nc(C)cc2C)n1,0,16%,4%,i,-9%,-4%,-10%,-10%,11,
COC(=O)c1ccc(NC(=O)CN2CCOCC2)cc1,7,15%,-16%,i,14%,nt,6%,0%,2,
Cc1ccc(-c2csc(N(CCCN3CCOCC3)C(=O)c3ccco3)n2)cc1,9,6%,-3%,i,2%,6%,9%,0%,8,

# The list goes on; the last 3 above are carried over.
SMILES,PMK inhibit,Alkaline phosphatase,HT1080 cytotoxicity,DPM-DC inhibit,HPDE-C7 viability,LYP inhibition,KRASV12 cytotoxicity,Bfl-1 displacement,MK inhibit,others
Cc1cc(C)n(C(=O)CCCC(=O)n2nc(C)cc2C)n1,0,16%,4%,i,-9%,-4%,-10%,-10%,11,
COC(=O)c1ccc(NC(=O)CN2CCOCC2)cc1,7,15%,-16%,i,14%,nt,6%,0%,2,
Cc1ccc(-c2csc(N(CCCN3CCOCC3)C(=O)c3ccco3)n2)cc1,9,6%,-3%,i,2%,6%,9%,0%,8,
CN1CCN(c2ccc(Cl)cc2NC(=O)C2COc3ccccc3O2)CC1 (stereo not drawn),0,9%,6%,i,5%,2%,2%,-12%,6,
CC1(C)NC(=O)N(CC(O)CN2C(=O)NC(C)(C)C2=O)C1=O,0,11%,-4%,i,-5%,-11%,0%,-5%,5,
NS(=O)(=O)c1ccc(NC(=O)COC(=O)CSc2n[nH]c(-c3ccccc3)n2)cc1,7,25%,15%,i,-7%,10%,-6%,2%,8,
O=C1c2oc3ccc(Cl)cc3c(=O)c2C(c2cccc(Br)c2)N1CCO (stereo not drawn),10,7%,-2%,i,1%,4%,14%,-1%,12,
Cc1occc1-c1nnc(SCC(=O)Nc2ccccc2-c2ccccc2)n1C,16,6%,-5%,i,2%,2%,-18%,-6%,0,
CCN1CCN(C(c2cccs2)C(C)NC(=O)c2c(F)cccc2F)CC1 (stereo not drawn),20,12%,-2%,i,-1%,-2%,2%,-3%,0,
COC(=O)c1ccc(CSc2ccc3nnc(-c4cccnc4)n3n2)o1,1,8%,5%,i,-5%,6%,7%,1%,8,
Cc1nc(C)c(C(=O)Nc2ccccc2)s1,21,16%,0%,i,nt,-2%,nt,1%,7,
CCOC(=O)N1CCN(C(=O)c2ccc3c(=O)n(Cc4ccc(OC)cc4)c(=S)[nH]c3c2)CC1,11,21%,-3%,i,-15%,1%,-4%,2%,6,PMK inhibit pilot replicates=5.5;MK inhibit pilot replicates=1.0;DPM-DC inhibit pilot screen %=0.5
O=C(NCCC1=CCCCC1)C1CC(=O)N(C2CCCCC2)C1 (stereo not drawn),12,12%,-1%,i,2%,5%,5%,-7%,0,
COC(=O)c1cc2c(s1)CS(=O)C2 (stereo not drawn),8,10%,11%,i,-4%,-4%,-8%,-4%,2,
CCN(CC)C(=O)CSc1nnc(-n2nc(C)cc2C)c2ccccc12,10,7%,-4%,i,10%,3%,5%,-4%,5,
COc1ccc(CCNC(=O)C2CCCN(C(=O)N(C)C)C2)c(OC)c1 (stereo not drawn),17,10%,3%,i,-5%,12%,3%,4%,0,
Cc1ccc2cc3cc(C(=O)N4CCCCC4C)oc3nc2c1 (stereo not drawn),10,7%,-1%,i,2%,-7%,0%,7%,7,
O=C(NCCN1C(=O)C2C3C=CC(C3)C2C1=O)NCc1ccccc1 (stereo not drawn),16,10%,3%,i,9%,3%,8%,9%,3,
O=C(NCCN1CCN(c2ccccc2)CC1)c1ccc(NC(=O)C2CCCO2)cc1 (stereo not drawn),5,16%,nt,i,23%,nt,21%,1%,7,PMK inhibit pilot replicates=0.0;MK inhibit pilot replicates=0.0;DPM-DC inhibit pilot screen %=0.0
CC(C)N(Cc1cc2ccccc2[nH]c1=O)C(=O)c1cccnc1,0,9%,-7%,i,-9%,-5%,4%,-2%,4,
COc1cccc(CNC(=O)Cn2cccc2)c1,7,10%,5%,i,-4%,-9%,0%,-10%,6,
Cc1ccc(-c2nn3c(C)nnc3s2)cc1NC(=O)C(C)C,5,10%,8%,i,-8%,1%,3%,-3%,0,
N=C1C(c2nc3ccccc3c(=O)[nH]2)=C(O)CN1CCc1ccccc1,1,7%,-4%,i,-11%,1%,2%,-1%,9,
O=C(CCN1C(=O)C2(OCCO2)c2ccccc21)c1ccccc1,22,11%,5%,i,-10%,nt,-10%,-12%,0,
COc1ccc(-n2c(SC3CCOC3=O)nc3ccccc3c2=O)cc1OC (stereo not drawn),17,5%,3%,i,-3%,15%,3%,-6%,0,
CCOC(=O)c1c(N)c(C#N)nn1-c1ccccc1C(=O)OC,8,17%,7%,i,-4%,4%,6%,6%,10,PMK inhibit pilot replicates=1.5;MK inhibit pilot replicates=0.0;DPM-DC inhibit pilot screen %=2.0
O=C(CCC(=O)N(c1cccc(F)c1)C(C(=O)NC1CCCC1)c1ccncc1)Nc1cccnc1 (stereo not drawn),11,2%,-2%,i,-17%,-2%,-9%,-4%,0,PMK inhibit pilot replicates=3.0;MK inhibit pilot replicates=0.0;DPM-DC inhibit pilot screen %=1.5
Cn1c(=O)c2c(nc(NCC3CCCO3)n2C)n(C)c1=O (stereo not drawn),4,10%,-2%,i,-6%,nt,9%,2%,9,PMK inhibit pilot replicates=0.5;MK inhibit pilot replicates=4.0;DPM-DC inhibit pilot screen %=2.0
CC(=O)N1CCN=C1SCc1ccccc1F,0,9%,2%,i,8%,-3%,4%,-5%,4,
COc1cccc(-c2nnc(N(C)C(=O)c3ccno3)s2)c1,9,4%,19%,i,10%,nt,10%,-2%,0,
CCC(Sc1nc2n[nH]c(C)c2c(=N)n1-c1cccc(Cl)c1C)C(=O)N(CC)CC (stereo not drawn),22,0%,-1%,i,-2%,4%,-6%,-9%,1,
CC1=CC(C)(C)N2C(=O)C3(C(C#N)=C(N)OC4=C3C(=O)CCC4)c3c(C)c(C)cc1c32 (stereo not drawn),8,9%,2%,i,-9%,3%,-12%,-6%,10,
COc1ccc(OCC(O)CON2C(=O)c3ccccc3C2=O)cc1 (stereo not drawn),0,16%,7%,i,-4%,11%,-13%,-8%,1,
O=CN1CCN(C(C(=O)NC2CCCC2)c2ccc(Cl)cc2)CC1 (stereo not drawn),12,5%,9%,i,-3%,12%,3%,0%,13,
Cn1c(C(=O)NCCc2ccsc2)cc2c(=O)n(C)c3ccccc3c21,1,9%,1%,i,5%,-5%,3%,-10%,0,
